Screening data (PubChem)
APJ antagonist: blocks the human apelin receptor APJ | CHO-K1 APJ beta-arrestin complementation, luminescence | inhibition, % at 20 µM | actives 0.32% (n = 330,000) | AID 2521;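 active = inhibition above about 40% at 20 µM, limit read from the data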;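 also: cells challenged with 10 nM apelin-13 agonist together with compound; plate controls were apelin-13 plus DMSO wells for no effect and DMSO wells lacking apelin-13 for full effect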
Target sequence (P35414 whole entry, looked up): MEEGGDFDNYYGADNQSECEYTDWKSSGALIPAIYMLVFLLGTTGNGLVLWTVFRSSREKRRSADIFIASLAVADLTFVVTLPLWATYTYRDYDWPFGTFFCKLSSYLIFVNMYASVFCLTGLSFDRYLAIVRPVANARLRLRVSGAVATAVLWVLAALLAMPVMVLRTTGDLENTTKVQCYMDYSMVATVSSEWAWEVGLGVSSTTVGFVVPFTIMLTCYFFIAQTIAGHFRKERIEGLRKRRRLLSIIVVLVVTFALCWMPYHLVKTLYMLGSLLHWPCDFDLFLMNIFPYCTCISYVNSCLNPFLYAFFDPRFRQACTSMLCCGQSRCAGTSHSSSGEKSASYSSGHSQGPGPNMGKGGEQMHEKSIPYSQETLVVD
MPTP block: blocks calcium-induced mitochondrial swelling | isolated mouse mitochondria, Ca2+ swelling absorbance, 30 min | inhibition, % at 10 µM | actives 1.4% (n = 360,000) | AID 602449;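 active = inhibition of 50% or more, scaled per plate between neutral and stimulator controls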;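 also: 0% = DMSO wells given calcium and 100% = 1 mM EGTA wells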
GRIN3A LBD mod: modulators (binders) of human NR3A ligand-binding domain; actives 2.5% (n = 340,000); Tm shift relative to glycine control, % at 25 µM; AID 1259313; NR3A LBD differential scanning fluorimetry, Tm shift; 0% = protein alone, 100% = glycine-bound protein;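 active = melting temperature shift of at least 10% of the positive control shift, at one fixed dose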
tim23-1 inh: inhibits growth of tim23-1 mutant yeast | S. cerevisiae tim23-1 growth, BacTiter-Glo luminescence, 24 h | inhibition, % at 20 µM | actives 1.3% (n = 330,000) | AID 463212;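 active = growth inhibition of the mutant yeast at or above 50%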;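 also: temperature-sensitive mutant grown at 25 °C; plate controls were DMSO-treated mutant yeast for no effect and medium wells lacking yeast for full effect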
APJ ag: agonists of human APJ apelin receptor. P35414. CHO-K1 APJ PathHunter beta-arrestin, luminescence; 0% DMSO wells, 100% apelin. activation, % at 20 µM. actives 0.11% (n = 330,000). AID 2520;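 active = activation more than six SD over the plate average, tested at 20 µM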;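 also: 0% = DMSO alone and 100% = apelin-13 at 10 nM; some results filed as inactive read as strong as hits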
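Incubation: overnight seeding, 90 min compound at 25 °C, 1 h detection; test system: PathHunter CHO-K1 APJ (AGTRL-1) beta-arrestin reporter cells; amount: 1000 cells/well; doses: one dose, 20 µM compound, 1% DMSO; measured by: beta-gal luminescence; measure: agonist-driven arrestin binding to APJ; benchmarks: negative DMSO alone, positive Apelin-13 at 10 nM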
NALP3 yeast inh: inhibitors of NALP3 inflammasome in yeast | actives 0.39% (n = 330,000) | inhibition, % at 10 µM | Yeast reconstituted NLRP3/ASC/caspase-1, beta-gal luminescence, 24 h;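 active = inhibition of 50% or more; inactive = inhibition below 50%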;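 also: plate controls were induced DMSO wells for no effect and uninduced yeast grown without galactose for full effect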
TIM10 inh: growth inhibitors of TIM10 yeast strain. S. cerevisiae TIM10 strain growth, BacTiter-Glo luminescence, 24 h. actives 1.4% (n = 330,000). inhibition, % at 10 µM. AID 463195;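 active = inhibition of 40% or more at the single tested concentration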;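 also: wild-type TIM10 isogenic control strain grown at permissive 25 °C; 0% = DMSO yeast wells and 100% = minimal medium wells without yeast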
tim10-1 inh: inhibits growth of tim10-1 mutant yeast | S. cerevisiae tim10-1 ts strain growth, BacTiter-Glo, 24 h | inhibition, % at 20 µM | actives 2.2% (n = 330,000) | AID 463190;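 active = inhibition of at least 40%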;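 also: mutant grown at 25 °C; 0% = DMSO wells with yeast and 100% = wells holding no yeast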
MIN6 prolif: induces beta-cell replication in MIN6 cells; MIN6 cells proliferation, ATPlite luminescence, 48 h; cells starved in 0.2% serum; 100% = growth in 10% serum; proliferation, % at 10 µM; actives 0.29% (n = 330,000);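 active = compounds whose signal lies at least 3.5 SD above the mean of all wells on their plate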;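 also: 0% = DMSO-treated cells in low-serum medium and 100% = 10% serum control; some compounds called inactive have numbers as strong as hits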
Numbers without * were called inactive.

No.	SMILES	APJ antagonist	MPTP block	GRIN3A LBD mod	tim23-1 inh	APJ ag	NALP3 yeast inh	TIM10 inh	tim10-1 inh	MIN6 prolif
1	Cc1oc(-c2ccccc2Cl)nc1CS(=O)CC(=O)NCc1ccc(Cl)cc1 (stereo unspecified)	14	-0.8	-6	19	-2	9	3	38	-1
2	CCc1nnc(NC(=O)Cc2ccc(Br)cc2)s1	-1	-2.3	0	-10	-1	20	-5	-1	1
3	Cc1cc(S(=O)(=O)N2CCN(C(=O)CCC(=O)N3CCOCC3)CC2)ccc1Br	12	0.0	-1	9	-4	19	1	26	-3
4	COCCCNC(=O)c1cc2c(-c3ccc(Cl)cc3)nn(C)c2s1	18	-1.2	0	20	0	13	18	24	-4
5	Cc1ccc(NC(=O)C2CCN(S(=O)(=O)c3ccc4c(c3)CC(C)N4C(=O)C3CCC3)CC2)nc1 (stereo unspecified)	-7	-0.9	0	24	-3	5	6	25	-2
6	CCOC(=O)C1CCCN(Cc2cc(Br)c(OC)cc2OC)C1 (stereo unspecified)	22	-1.1	2	-8	-2	12	-19	16	-1
7	Cc1ccc(C(=O)N2CCN(c3ncccn3)CC2)cc1NC1=NC2CS(=O)(=O)CC2S1 (stereo unspecified)	16	-3.3	-1	11	-3	17	-15	2	-1
8	COc1ccccc1NC(=O)NC1(C(=O)N2CCC(C)CC2)CCCCC1	13	-0.1	-1	0	-3	7	7	-2	1
9	CC1(c2ccccc2)O[C@@H]2C[C@H]3[C@@H]4CCC5=CC(=O)C=C[C@]5(C)[C@@]4(F)[C@@H](O)C[C@]3(C)[C@]2(C(=O)CO)O1 (stereo partly specified)	-30	2.0	-1	10	3	5	2	-1	-4
10	COc1cc(/C=N/NC(=O)C(=O)NCc2ccco2)cc(Br)c1O	13	2.0	-3	5	-2	7	-8	-2	-4
11	CCOC(=O)CNC(=O)CSc1nnc(SCC(=O)NCC(=O)OCC)s1	-11	-1.8	0	0	-1	3	-2	0	3
12	CCS(=O)(=O)c1c([N+](=O)[O-])ncn1C	13	0.3	-4	17	-4	3	11	0	-4
13	O=C(Cn1cncn1)NCc1ccc(Cl)cc1	-1	-1.4	2	1	1	18	-21	6	0
14	C=CCNc1ncnc2c1cnn2-c1cccc(C)c1	-81	-0.5	-3	17	1	23	5	11	-4
15	Cc1ccc(C)c(N(CC(=O)NC2CCCC2)C(=O)CNC(=O)c2cccs2)c1	-5	1.2	-1	17	1	19	-15	24	0

Among those listed so far, these have a thiophene ring, fused or not.
No.	SMILES	APJ antagonist	MPTP block	GRIN3A LBD mod	tim23-1 inh	APJ ag	NALP3 yeast inh	TIM10 inh	tim10-1 inh	MIN6 prolif
4	COCCCNC(=O)c1cc2c(-c3ccc(Cl)cc3)nn(C)c2s1	18	-1.2	0	20	0	13	18	24	-4
15	Cc1ccc(C)c(N(CC(=O)NC2CCCC2)C(=O)CNC(=O)c2cccs2)c1	-5	1.2	-1	17	1	19	-15	24	0

Next part.
No.	SMILES	APJ antagonist	MPTP block	GRIN3A LBD mod	tim23-1 inh	APJ ag	NALP3 yeast inh	TIM10 inh	tim10-1 inh	MIN6 prolif
16	CCOC(=O)C(NC(=O)c1ccccc1Cl)(Nc1ccc(C)c(C)c1)C(F)(F)F (stereo unspecified)	13	0.4	-1	12	-1	12	17	18	-2
17	O=C(O)c1cc(-c2ccccc2Cl)n(-c2ccc(F)cc2)n1	25	0.8	2	18	-3	13	13	3	8.0*
18	CCCc1nc2c(sc3nc4c(cc32)COC(C)(C)C4)c(=O)n1CCN(CC)CC	-5	2.8	1	12	-2	2	-8	0	-2
19	Cn1nc(-c2ccccc2)c2cc([N+](=O)[O-])ccc21	8	0.4	2	15	4	18	-8	3	8.7*
20	CCN(C(=O)COC(=O)C1CCN(S(=O)(=O)c2ccc(C)c(C)c2)CC1)C1CCCCC1	11	-0.4	0	22	-3	9	11	18	-2
21	CCCn1c(SC(C)C(=O)NC2CCCC2)n[nH]c1=O (stereo unspecified)	17	0.6	3	-9	-3	13	1	4	-4
22	CCCCC(=O)N1C/C=C\C(c2ccc(OC)cc2)N(Cc2ccc(F)cc2)C(=O)C1 (stereo unspecified)	21	2.4	3	32	0	-2	7	16	-5
23	CCc1cccc(OCCOC(=O)CNS(=O)(=O)c2ccc(NC(C)=O)cc2)c1	5	-1.5	1	14	10	23	4	21	-7
24	Cc1ccc(C(=O)N/C(=C\c2sccc2C)C(=O)NCc2ccco2)cc1	15	1.0	-1	14	-1	13	8	6	-3
25	COc1cc(/C=C2/S/C(=N/S(=O)(=O)Cc3ccccc3)NC2=O)c([N+](=O)[O-])cc1OC	0	5.8	-7	20	5	2	-9	1	1
26	O=C1CC(c2ccco2)CC(O)=C1C=NCC1NCCc2ccccc21 (stereo unspecified)	0	7.8	-4	12	-1	23	0	18	-1
27	Cc1cc(C)c2oc(-c3ccc(C)c(NC(=S)NC(=O)/C=C/c4ccco4)c3)nc2c1	13	0.4	-6	2	-4	24	17	7	-3
28	Cc1cccc(NC(=O)c2cc(S(=O)(=O)N3CCOCC3)cn2C)c1C	17	0.0	-1	7	-3	-4	-1	0	9
29	CN(C)c1nc(C#N)nc(N(C)C)n1	2	0.3	1	6	5	-3	-20	6	-1
30	Cc1c(C(=O)N2CCN(C)CC2)oc2c1C(=O)CC(C)(C)C2	-1	-2.5	-2	-6	0	17	-10	17	3
31	Cn1cccc1/C=C1\SC(=S)N(NC(=O)c2ccc(F)cc2)C1=O	35	3.7	-4	-7	-6	25	-12	-17	-1
32	CCc1ccc(NC(=O)C(=O)NNC(=O)c2cccs2)cc1	16	-2.5	-14	-8	-2	4	2	-15	0
33	COc1cc(/C=C/C(=O)OCC(=O)Nc2ccc(S(=O)(=O)N3CCCC3)cc2)ccc1O	8	1.4	-6	19	3	18	2	12	0
34	COc1ccc(C(=O)Nc2nccs2)cc1[N+](=O)[O-]	14	-0.9	0	-9	-2	4	20	3	-1
35	O=C(Cn1nnc2ccccc2c1=O)Nc1ccc2c(c1)CCC2	16	-0.3	-3	6	2	15	-7	3	-4
36	COc1cc(N2CCCC2)ccc1[N+](=O)[O-]	-8	0.7	-4	19	-2	15	-7	8	7
37	CCN(CC)CC(=O)NC12CC3CC(CC(C3)C1)C2	9	1.5	-1	14	1	4	-3	8	-1
38	N#CCCCn1c(=O)oc2ccccc21	10	-0.1	-2	6	-4	10	-3	0	-1
39	COc1ccc(C(=O)NC(CCSC)C(=O)NC2CC2)cc1 (stereo unspecified)	-10	-3.2	1	-4	-5	13	6	-4	-2
40	Cc1c(C(=O)C(=O)N2c3ccc(F)cc3CCC2C)c2ccccc2n1C (stereo unspecified)	12	1.6	-2	37	0	14	32	17	-1
41	COc1ccc(/C=C/C(=O)Oc2ccc(C)c(C)c2)cc1OC	16	1.4	-1	17	-2	14	8	27	-4
42	O=S(=O)(Nc1ccc(-n2cccc2)cc1)c1ccccc1	0	2.2	-10	27	0	11	13	18	0
43	COc1cccc(C(=O)NNC(=O)c2ccccc2)c1	-36	-1.0	2	-4	-2	18	1	2	3
44	CN(C)C(CNC(=O)c1ccc(NC(=O)CC#N)cc1)c1ccccc1 (stereo unspecified)	3	-0.8	-2	16	-1	-1	6	-4	-3
45	O=C1NC(Cc2ccccc2)C(=O)N1CC(=O)N1CCCc2ccccc21 (stereo unspecified)	-3	-3.8	4	12	-2	-8	10	10	1
46	Cc1c(C(=O)N(C)CCCCN2CCOCC2)oc2c(F)cccc12	22	2.9	0	19	-2	9	-4	5	-4
47	N#C/C(=C\c1ccccc1Br)C(=O)NC1CC1	-55	-1.0	4	84*	4	21	67*	54*	-3
48	O=C(Nc1ccc(OCc2ccccc2)cc1)Nc1ccccc1C(=O)NCCCN1CCOCC1	9	-1.5	-4	10	-8	12	-19	-6	1
49	CCN(CC)C(=O)Cn1cnc2sc(C(=O)N3CCN(Cc4ccc5c(c4)OCO5)CC3)c(C)c2c1=O	4	-0.2	-1	15	0	-1	-13	-9	2
50	CC(C)NC(=O)c1ccc(C2SCC(=O)N2Cc2ccccc2)cc1 (stereo unspecified)	-2	-0.6	1	8	3	12	10	9	-1
51	CN(c1cccc(NC(=O)CN(c2cccc(Cl)c2)S(=O)(=O)c2ccccc2)c1)S(C)(=O)=O	-2	6.4	8	15	1	17	-20	23	0
52	CCN(C(=S)Nc1ccc(Oc2ccccc2)cc1)c1ccccc1	12	91*	9	-2	-1	31	-10	28	-5
53	O=C(O)CCn1cc(/C=C\C(=O)c2ccc(Cl)cc2)c(-c2cccc(Br)c2)n1	-2	0.9	-11	29	-4	0	17	27	-5
54	C/C(=N/NC(=O)c1ccncc1)c1c[nH]c2ccccc12	-6	0.2	4	0	-3	8	3	-1	-2
55	Cc1ccc(C(C)C)c(OCC(=O)OCC(=O)NC2CCS(=O)(=O)C2)c1 (stereo unspecified)	4	-0.9	3	-13	-1	2	-4	-11	-1
56	O=C(C1CCCO1)N1CCC(c2nc3ccccc3[nH]2)CC1 (stereo unspecified)	5	-1.8	5	-10	-5	11	3	9	-1
57	O=C(C1CCC(=O)N(C2CCCC2)C1)N1CCN(Cc2cccc(F)c2)CC1 (stereo unspecified)	-8	-0.6	0	-4	-4	3	2	-1	-3
58	COc1ccc(N/C=C/C(=O)c2ccc(Cl)cc2)cc1	21	1.4	-5	13	-3	12	-5	13	-4
59	COc1cc(/C=C/C(=O)OCC(=O)Nc2cc(S(=O)(=O)N(C)C)ccc2Cl)ccc1O	-4	0.3	-2	2	-5	12	10	11	-2
60	Cc1ccc(OCC(=O)Nc2ccncc2)c(C)c1	-2	73*	-2	1	2	16	-3	-5	-3
61	Cc1ccc2nc(-c3ccccn3)cc(C(=O)Nc3ccc(S(=O)(=O)N4CCOCC4)cc3)c2c1	14	-2.4	-6	13	-3	32	19	10	-2
62	O=C1/C(=C\c2cccnc2)CCc2ccccc21	12	-2.4	-1	40	-2	11	44*	40	-2
63	Cc1cc2n(n1)C(c1sccc1C)Nc1c(C)cccc1-2 (stereo unspecified)	0	0.5	-1	26	-4	1	-14	-4	-2
64	CSCC[C@H](NC(=O)c1cc2c([nH]c3ccccc32)c(-c2ccccc2)n1)C(=O)O	19	1.8	-1	7	-1	11	5	11	-1
65	O=C(N/N=C\c1c(O)ccc2ccccc12)c1ccc(S(=O)(=O)N2CCCCC2)cc1	-17	95*	-4	14	3	9	32	26	-5
66	O=C(NCc1ccccc1)c1cccc(COc2cc(Cl)ccc2Cl)c1	12	27	-5	15	5	16	19	27	0
67	CCN(CC)C(=O)Cn1cc(C(=O)C(=O)N2CCN(Cc3ccc4c(c3)OCO4)CC2)c2ccccc21	0	-1.7	-3	17	7	20	-5	6	-1
68	NC(=O)c1ccc(NC(=O)Cc2ccc(S(=O)(=O)N3CCCCC3)cc2)cc1	10	-0.8	2	3	0	11	9	-13	-1
69	Cc1cc(C(=O)N/N=C/c2cc(Br)ccc2OC(=O)c2ccccc2Cl)n[nH]1	8	0.5	1	-13	-1	11	8	9	-6
70	Cc1sc(NC(=O)C2C3CCC(C3)C2C(=O)O)c(C(N)=O)c1-c1ccc(C(C)(C)C)cc1 (stereo unspecified)	2	-25	-4	26	0	1	31	33	0
71	CCN1CCCC(NC(=O)c2scc3c2CCCC3)C1 (stereo unspecified)	-1	-0.3	-1	3	-2	17	-4	15	1
